# Assay outcomes from PubChem.
# PvdQ inh = P. aeruginosa PvdQ acylase inhibition. purified PvdQ acylase, fluorescence plate reader. inhibition, % at 10 µM. 340,000 tested, 0.063% active. AID 488965; in the data active = inhibition above about 30%, passing the limit was not always enough; inconclusive = no clear call, values can overlap the other calls;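 also: 0% = vehicle neutral wells and 100% = reference inhibitor wells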
# MITF act = MITF TRPM1 promoter activation in melanoma cells; SK-MEL-5 TRPM1-promoter luciferase, 24 h; % of positive control, neutral wells = 0; activation, % at 12.5 µM; 300,000 tested, 0.75% active; AID 588334;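 active = mean activation of at least 80% with every replicate also reaching 80%; inconclusive = mean reaches 80% but some replicate falls short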;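 also: 0% = neutral control wells and 100% = parthenolide positive control wells; values of inactives mirror those of a sister screen read the other way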
# SR-BI HDL uptake = mouse SR-BI HDL lipid transfer inhibition | 320,000 tested, 0.96% active | inhibition, % at 12.5 µM | ldlA[mSR-BI] CHO cells, DiI-HDL uptake fluorescence, 3 h;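 active = mean replicate inhibition of at least 70% and a set share of replicates each scoring 70 or more; inconclusive = meets just one of the two criteria; inactive = fails both criteria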;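 also: 0% = median of neutral control wells and 100% = median of positive control wells; values of inactives mirror those of a sister screen read the other way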
# HTR5A inv ag = counter-screen for OPRM1-OPRD1 inverse agonists: human HTR5A inverse agonism; P47898; HTR5A cell line, luminescence; inhibition, % at 9.3 µM; 340,000 tested, 0.083% active; in the data active = inhibition mostly above about 23%, no sharp cut-off; inactive = mostly below about 18%;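 also: 0% = cells with DMSO and 100% = no-cell wells with DMSO; some compounds called inactive have numbers as strong as hits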
# Target sequence (P47898 whole entry, looked up): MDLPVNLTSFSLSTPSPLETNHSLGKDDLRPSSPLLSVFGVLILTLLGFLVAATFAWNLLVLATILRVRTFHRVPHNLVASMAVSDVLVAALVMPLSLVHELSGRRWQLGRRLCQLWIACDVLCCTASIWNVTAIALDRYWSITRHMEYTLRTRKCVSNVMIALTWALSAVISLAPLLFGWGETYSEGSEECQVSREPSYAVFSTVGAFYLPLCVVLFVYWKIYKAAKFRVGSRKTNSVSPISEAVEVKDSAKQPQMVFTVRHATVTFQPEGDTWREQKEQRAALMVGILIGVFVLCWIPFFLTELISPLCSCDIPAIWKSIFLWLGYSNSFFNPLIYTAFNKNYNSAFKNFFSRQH
# NSD2 inh = NSD2 (human) methyltransferase inhibition. O96028. NSD2 peptide methylation, AlphaScreen, 120 min. inhibition, % at 12.5 µM. 310,000 tested, 0.54% active. AID 743445; in the data active = inhibition above about 50%
# V-ATPase pH = regulators of yeast V-ATPase proton transport | S. cerevisiae, pHLuorin cytosolic pH fluorescence | response, % at 10 µM | 350,000 tested, 0.37% active; in the data active = response mostly above about 7.3%, no sharp cut-off; inactive = mostly below about 5.4%; also: actives read high; inactives centre near 0; some compounds called inactive have numbers as strong as hits; reference of the scale not given here
# Wnt bcat act = activators of Wnt/beta-catenin signaling; Wnt/beta-catenin reporter cell assay, activator, plate reader; activation, % at 9.35 µM; 300,000 tested, 1.2% active; AID 743398; in the data active = activation above about 30%, passing the limit was not always enough; inconclusive = no clear call, values can overlap the other calls;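 also: 0% = neutral control wells and 100% = positive control wells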
# CDK5 inh = inhibitors of human CDK5/p35 kinase; inhibition, % at 10 µM; 330,000 tested, 0.01% active; Q00535+Q15078; AID 488839; Recombinant CDK5/p35, ADP-Glo luminescence, 60 min;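 active = highest replicate inhibition of at least 50% and at least 75% of replicates reaching 50%; inconclusive = only one of the two criteria met; inactive = both criteria failed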;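 also: plate controls were DMSO neutral control for no effect and GW8510 at 10 µM for full effect; many of its hits are not listed in these tables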
# Target sequence (Q00535 whole entry, looked up): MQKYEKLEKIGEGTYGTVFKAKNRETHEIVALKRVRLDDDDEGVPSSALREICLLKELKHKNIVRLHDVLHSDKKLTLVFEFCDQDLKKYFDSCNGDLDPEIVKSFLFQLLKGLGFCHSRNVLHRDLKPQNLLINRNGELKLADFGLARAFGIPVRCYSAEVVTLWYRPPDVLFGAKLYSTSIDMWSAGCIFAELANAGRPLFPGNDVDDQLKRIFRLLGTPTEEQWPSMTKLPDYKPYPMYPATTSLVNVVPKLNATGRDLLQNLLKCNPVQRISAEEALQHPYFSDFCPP
# Target sequence (Q15078 whole entry, looked up): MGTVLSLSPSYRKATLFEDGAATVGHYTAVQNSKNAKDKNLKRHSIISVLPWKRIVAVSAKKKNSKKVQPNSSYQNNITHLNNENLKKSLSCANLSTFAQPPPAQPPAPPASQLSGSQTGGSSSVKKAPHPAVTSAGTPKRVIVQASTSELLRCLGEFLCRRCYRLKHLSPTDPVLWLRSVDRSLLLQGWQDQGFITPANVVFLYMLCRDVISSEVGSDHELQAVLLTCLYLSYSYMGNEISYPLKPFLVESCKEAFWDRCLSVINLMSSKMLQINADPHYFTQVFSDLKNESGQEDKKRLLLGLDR
# dFosB act = activators of mouse delta FosB homodimer; P13346; purified delta FosB, TAMRA-CDK5 oligo fluorescence polarization; percent of positive-control signal above neutral wells; activation, % at 25 µM; 340,000 tested, 0.99% active; AID 493131;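 active = mean activation above about 17%, with every replicate also reaching it, limit read from the data, passing the limit was not always enough; inconclusive = only one of the two conditions met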;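 also: fluorescence polarization rise as delta FosB binds a TAMRA Cdk5 AP-1 oligo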
# HTR5A ag = counter-screen for OPRM1-OPRD1 agonists: human HTR5A agonism; P47898; HTR5A agonist assay, luminescence, cell-based; activation, % at 9.3 µM; 340,000 tested, 0.61% active; AID 504692; in the data active = activation mostly above about 9.5%, no sharp cut-off; inactive = mostly below about 7.6%;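 also: 0% = cells with vehicle only and 100% = reference agonist; strong numbers were not always called active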
# * marks the source's active call; other numbers are inactive results; u = inconclusive; x = not tested or not shown. Outcome played no part in choosing rows (roughly 5% active in at least one column).
SMILES,PvdQ inh,MITF act,SR-BI HDL uptake,HTR5A inv ag,NSD2 inh,V-ATPase pH,Wnt bcat act,CDK5 inh,dFosB act,HTR5A ag
CC(C)n1c(NCc2ccccc2O)nc2ccccc21,-8.7,x,20.3,18.6,3.1,-2.8,-0.3,0.8,-4.6,3.3
COc1ccc2cc(CCNC(=O)c3cccc([N+](=O)[O-])c3)c(=O)[nH]c2c1,-14.5,5.3,20.4,-4.5,-0.8,3.0,-3.2,1.5,-5.2,1.9
O=C(NCC1CCCO1)c1csc2c1CCCC2 (centres undefined),-10.4,1.2,3.0,5.6,-4.8,-3.7,1.9,-2.5,2.8,-2.1
COCCN(CCOC)C(=O)COC(=O)c1ccc(Cl)c(S(=O)(=O)N(C)c2ccccc2)c1,-6.4,9.0,40.5,-6.8,-0.5,-2.9,-1.4,0.6,-9.5,2.6
CCN(CC(=O)Nc1ccccc1C(F)(F)F)C(=O)c1oc2ccc(OC)cc2c1C,-1.7,53.0,30.2,-6.0,-1.1,-5.7,16.6,-0.1,-4.3,2.3
CCCn1nnc(NC(=O)Cc2ccccc2)n1,-13.1,0.4,x,-9.2,10.5,0.8,4.7,0.1,-2.1,2.4
COc1cc(=O)[nH]c(=O)n1CC(=O)c1ccccc1,-3.7,-7.1,0.3,-15.2,6.7,11.7,-0.8,0.9,-10.3,-2.4
NNC(=O)c1ccc(S(=O)(=O)N2CCc3ccccc32)cc1,-2.1,x,-22.6,16.3,2.7,4.8,-0.5,-1.8,-8.1,0.1
CCn1c(SCC(=O)N/N=C/c2ccccc2OCC(=O)O)nnc1-c1ccc(C)cc1,-13.1,3.0,8.8,-16.7,x,-1.9,1.9,-0.7,-6.2,6.1
Nc1ncccc1OCc1cccc(C(F)(F)F)c1,7.6,-0.9,-11.7,-0.2,x,5.8,-0.4,0.8,-1.1,0.1
CC1=CC(=C2N=C(c3ccccc3)OC2=O)C=C(C)O1,-6.3,x,10.8,12.7,x,-0.4,x,0.5,-5.9,-1.8
CCCc1n[nH]c(=S)n1Cc1ccco1,4.6,10.1,x,4.7,37.2,-0.1,-0.1,0.0,0.4,0.1
COc1ccc(OC)c(-c2nc(C(=O)NC3CCN(Cc4ccccc4)CC3)cc3c2[nH]c2ccccc23)c1,-0.4,-10.0,9.0,6.2,x,-2.7,-2.6,0.8,-1.5,-0.6
O=C(CN(CCc1ccccc1)C(=O)c1csnn1)NCc1ccc(F)cc1,-3.6,-4.5,x,4.5,0.3,0.7,-1.2,-0.4,-1.5,-1.6
O=C(Nc1cccc(/C=C/c2ccccn2)c1)c1cc(Cl)ccn1,-10.6,-1.0,20.1,0.8,-1.5,0.4,9.6,-0.3,-28.7,-3.9
CCOC(=O)C(CC)Sc1ncnc2nc[nH]c12 (centres undefined),-11.6,-0.2,-14.6,4.5,-0.6,0.6,-2.2,0.7,0.3,-1.7
O=C(CSc1nc2nn(-c3ccccc3)c(=O)c-2c2n1CCCCC2)Nc1cccc(F)c1,-9.8,3.1,10.8,-15.7,2.3,-0.1,-0.2,0.9,-3.9,-0.1
Cc1ccccc1NC(=O)C(=O)NCCCN1CCOCC1,-3.1,2.2,-9.6,-17.1,-0.9,1.1,-2.5,-2.5,1.6,6.3
O=C1c2ccccc2C(=O)N1c1cccnc1,-7.6,-9.4,-3.1,-1.3,-0.3,-2.6,1.6,-0.4,-1.7,2.0
CC(Sc1nnc(N)s1)c1ccccc1Cl (centres undefined),-6.4,10.1,-8.4,5.4,x,2.6,-1.6,0.2,-7.9,-2.0
CC(OC(=O)c1cccc(-n2cnnn2)c1)c1nc2ccccc2c(=O)[nH]1 (centres undefined),3.6,1.8,60.7,-23.6,-0.2,-4.0,-4.9,-1.0,-0.5,9.6
NS(=O)(=O)c1ccc(NC(=O)c2ccc(COc3ccccc3)o2)cc1,-4.7,-20.0,3.3,-5.0,0.4,-1.3,-2.2,1.6,8.5,1.8
C=C(C)C(=O)Nc1cccc(C2=NOC3(C2)C[C@@H](C(N)=O)N(C(=O)/C(C)=C/C)C3)c1 (some centres undefined),-20.6,2.1,-33.8,-4.4,x,-4.5,-0.2,-1.8,-7.6,5.1
Cc1noc(C)c1S(=O)(=O)Nc1ccc(C(=O)N2CCc3ccccc3C2)cc1,6.0,-0.1,-33.3,-21.8,x,-0.3,x,1.0,-6.9,-5.4
CN(CC1CCN(CCc2cccc(C(F)(F)F)c2)CC1)C(=O)c1ccc(F)cc1,-8.7,-12.2,-15.9,-14.8,0.7,6.3,-1.3,-0.3,0.0,5.3
SMILES,PvdQ inh,MITF act,SR-BI HDL uptake,HTR5A inv ag,NSD2 inh,V-ATPase pH,Wnt bcat act,CDK5 inh,dFosB act,HTR5A ag
CN(c1ccccc1C(=O)Nc1cccc(Cl)c1Cl)S(C)(=O)=O,12.0,-0.3,3.8,7.2,-2.4,-0.8,-4.0,0.6,-9.3,-2.8
Cc1cc(C=O)c(O)cc1O,-10.3,-0.9,-19.6,-14.5,x,-2.4,-0.8,0.9,-1.3,-1.4
O=c1[nH]c2cccnc2n(CCNc2ncc(C(F)(F)F)cc2Cl)c1=O,-2.0,3.1,-2.0,-5.8,-0.3,-2.7,-0.9,-8.0,-1.2,2.0
Cc1ccc(C(=O)N2CCOCC2)c(F)c1F,9.0,12.0,-2.7,-21.7,-4.0,3.0,-0.8,1.1,-13.7,0.7
Cc1noc(C)c1C(c1ccccc1)c1ccccc1,-13.6,-5.0,-22.9,14.4,-4.5,-2.0,0.5,1.4,-1.6,2.3
O=[N+]([O-])c1ccc(N2CCOCC2)c(S(=O)(=O)N2CCOCC2)c1,8.3,13.2,-14.2,-0.3,-2.2,1.7,-2.2,-0.2,-8.6,0.1
Cc1nn(Cc2ccccc2)c(C)c1C(=O)N1CCN(CC(=O)Nc2ccc(F)cc2)CC1,-5.3,-7.4,21.6,14.3,-0.6,-3.7,-1.4,-0.6,-1.3,-5.7
CCCCCCCCCCCCN1[C@@H](CC(C)=O)c2cc(C(F)(F)F)ccc2S1(=O)=O,2.5,-0.9,-12.3,8.0,x,12.5,-11.3,-0.3,1.5,1.0
CC(=O)c1ccc(N=c2scc(C)n2C(C)C)cc1,-13.7,18.2,34.7,2.3,-0.6,1.2,-0.4,0.7,-5.3,-0.8
CC(C)Cc1csc(NC(=O)c2ccc(F)cc2)c1C(=O)O,-2.9,-6.6,-4.8,-4.6,-2.6,4.0,x,-2.7,-5.0,-0.4
O=C(COc1cccc2cccnc12)Nc1ccccc1N1CCOCC1,-16.6,9.2,-0.3,38.5,x,-1.1,3.1,1.0,-3.7,-0.2
O=C(NC(NNc1ccc([N+](=O)[O-])cc1)(C(F)(F)F)C(F)(F)F)c1ccccc1Cl,-7.0,x,-1.8,-1.8,2.9,1.3,-0.3,-1.1,-4.4,-1.1
CN1CCN(c2ccc([N+](=O)[O-])cc2/C=N/NC(=O)c2ccc(F)cc2)CC1,16.5,10.9,8.3,-8.0,-1.3,-1.4,x,-1.1,2.9,3.1
CC#CCCC(=O)N1C=Cc2ccccc2C1C#N (centres undefined),27.7,4.4,17.0,x,-7.3,-2.7,-7.2,-0.5,-2.7,x
CCOc1ccc(NC(=S)NC(=O)c2c(Cl)cnn2CC)c([N+](=O)[O-])c1,6.9,-1.0,11.6,18.1,-0.4,0.8,-6.1,0.4,-3.4,-6.7
CCCCc1ccc(NC(=S)Nc2ccc(Cl)c(S(=O)(=O)N(C)C)c2)cc1,7.7,-3.6,24.1,9.9,34.9,3.4,x,1.8,-2.5,-2.7
CCN(C(=O)CSc1nnc(-c2ccc3c(c2)OCO3)o1)C1CCS(=O)(=O)C1 (centres undefined),3.1,5.2,-26.1,-5.5,0.0,-0.7,0.3,1.5,-1.1,-1.7
Nc1ccc(-c2cc(N)n(-c3ccccc3)n2)cc1,-3.4,54.7,-7.1,-12.2,-5.3,-3.3,x,-1.0,1.6,-3.4
COc1ccccc1NC(=O)N1CCN(S(C)(=O)=O)CC1,-15.2,2.7,-12.6,7.7,0.1,-0.8,4.7,-0.8,5.3,-3.0
COc1ccc(-n2c(-c3cccc(C)c3[N+](=O)[O-])n[nH]c2=S)cc1,-11.1,x,-13.2,6.8,5.8,-2.5,-10.4,0.1,-5.0,-2.6
CC(=O)c1ccc(S(=O)(=O)N2CCN(C(=O)c3ccc(COc4ccccc4)o3)CC2)cc1,-10.9,-9.9,10.0,12.9,-0.1,3.6,-4.4,1.1,-6.5,2.7
CCc1cc2c(CN3CCN(C)CC3)cc(=O)oc2cc1O,2.6,x,-8.6,-6.5,4.5,5.9,x,-0.6,3.8,-1.0
NNC(=O)COc1ncn(-c2ccccc2)n1,-2.2,12.6,-29.9,-20.8,-0.9,-1.1,x,0.1,1.5,-2.6
Cc1ccccc1OCC(=O)N/N=C/c1ccccn1,-13.2,-10.5,-27.4,2.3,-4.6,1.1,-2.5,0.0,-1.8,1.5
CC1(C)SC(=S)N(NC(=O)Nc2cccc3ccccc23)C1N(O)C(=O)Nc1ccccc1 (centres undefined),-20.2,0.0,-7.6,3.2,-1.2,-1.7,-1.8,1.0,-17.0,3.9
SMILES,PvdQ inh,MITF act,SR-BI HDL uptake,HTR5A inv ag,NSD2 inh,V-ATPase pH,Wnt bcat act,CDK5 inh,dFosB act,HTR5A ag
O/N=C/c1ccnc(SCc2ccc(Cl)cc2)n1,-8.0,50.5,-2.3,-4.8,-2.6,1.7,1.3,-2.9,-4.7,1.9
NS(=O)(=O)c1ccc(CCNC(=O)/C=C/c2cccc([N+](=O)[O-])c2)cc1,3.8,4.3,13.4,5.7,0.9,-0.4,-2.1,0.5,1.8,-2.2
CCOC(=O)C1=C(COc2ccccc2)NC(=O)NC1c1ccc(Cl)cc1 (centres undefined),1.1,4.9,u,1.3,x,-0.4,-1.8,-0.2,-6.8,-0.5
Cc1ccc(C(=O)N2CCC(C(=O)NCc3cccnc3)CC2)cc1,-23.2,x,-6.2,-2.2,5.2,-0.7,x,-0.2,2.4,7.8
O=C1c2ccccc2C(=O)N1CCc1c(-c2[nH]c3ccccc3c2CCN2C(=O)c3ccccc3C2=O)[nH]c2ccccc12,-7.9,-6.0,15.3,7.8,x,2.7,-1.2,-0.2,3.8,-2.3
COc1ccc(OC)c(C2C3CN(C(C)C)CC=C3C(C#N)=C(N)C2(C#N)C#N)c1 (centres undefined),-13.4,3.1,-11.4,8.7,9.3,1.0,0.8,2.0,-2.3,-4.5
CCCN(CC(=O)Nc1ccccc1C)C(=O)Cc1c(C)nc2ccccc2c1C,-0.4,-7.7,43.5,4.0,-0.6,0.5,-2.7,-0.4,-5.1,-1.1
CCOC(=O)c1sc2ccccc2c1OC(=O)c1ccccc1OC,0.4,-3.3,6.9,5.0,-2.4,-0.5,x,-2.3,-6.8,-1.9
CCC1SC(CC)C(=O)N(CC(=O)NCc2ccc(F)cc2)C1=O (centres undefined),-12.2,-0.3,5.4,1.5,0.4,0.2,-1.5,-4.7,-6.2,-0.5
Cc1ccccc1-c1nn(-c2ccc(F)cc2F)cc1CNCCCN(C)C,0.6,8.1,-14.7,35.1,8.4,-1.4,1.5,0.4,3.3,3.0
